Pf growth 96h: P. falciparum growth inhibition at 96 hour, primary screen for plastid delayed-death inhibitors; Potency, µM (titrated, usually from 28.7 µM), inactives show at the highest dose activity change, negative = inhibition, hits mostly inhibitors; 320,000 compounds, 6.9% hits; P. falciparum luciferase reporter growth, 96 h; AID 504834; note: potency is the fitted concentration of half-maximal effect; % is set by controls: 0 for no effect and ±100 for the full control effect
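Parasite growth measured via integrated firefly luciferase reporter in P. falciparum. Infected erythrocytes at 2% hematocrit, 0.05% parasitemia final were treated 96 hours at 37 C under 5% CO2, and luminescence was read.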
Pf growth 48h: P. falciparum growth inhibition at 48 hours (one generation). P. falciparum luciferase growth in erythrocytes, 48 h. Potency, µM (titrated, usually from 28.7 µM), for inactives: at the highest dose activity change, negative = inhibition, actives largely listed as inhibitors. 310,000 compounds, 5.9% hits; note: potency is the fitted concentration of half-maximal effect; % is set by controls: 0 for no effect and ±100 for the full control effect
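Luciferase-expressing parasites in RBCs, 2% Hct / 0.1% parasitemia final; RPMI 1640 + 0.5% Albumax; 37 C, 5% CO2, one generation; luminescence read-out, lower signal = inhibition.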
LmPK inh: blocks Leishmania mexicana pyruvate kinase activity. purified LmPK, Kinase-Glo ATP luminescence, 1 h. Potency, µM (doses to about 57.5 µM), inactives show at the highest dose activity change, negative = inhibition, usual class: inhibitors. 290,000 compounds, 0.37% hits; note: potency is the fitted concentration of half-maximal effect; % is set by controls: 0 for no effect and ±100 for the full control effect
Target sequence (Q27686 whole entry, looked up): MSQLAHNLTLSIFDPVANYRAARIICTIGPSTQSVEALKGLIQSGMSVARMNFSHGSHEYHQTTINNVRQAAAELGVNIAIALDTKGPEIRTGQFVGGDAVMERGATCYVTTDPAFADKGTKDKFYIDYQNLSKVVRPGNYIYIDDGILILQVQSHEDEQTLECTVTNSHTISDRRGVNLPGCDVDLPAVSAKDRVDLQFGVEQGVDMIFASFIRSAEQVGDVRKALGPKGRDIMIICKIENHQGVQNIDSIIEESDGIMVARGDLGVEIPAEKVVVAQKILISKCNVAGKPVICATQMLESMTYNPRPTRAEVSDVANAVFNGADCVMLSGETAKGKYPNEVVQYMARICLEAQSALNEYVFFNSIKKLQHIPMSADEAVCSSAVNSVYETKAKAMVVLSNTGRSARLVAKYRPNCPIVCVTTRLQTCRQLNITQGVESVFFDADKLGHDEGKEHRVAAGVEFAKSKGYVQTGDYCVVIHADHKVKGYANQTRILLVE
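Pyruvate kinase activity monitored as ATP production (luciferase luminescence). Conditions: 0.1 nM enzyme, 0.5 mM PEP, 0.1 mM ADP, 1 h, RT; normalized against uninhibited and no-enzyme wells.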
CHX counter: affects cycloheximide protein synthesis inhibition readout, counter-screen; AID 2314; cell reporter, cycloheximide protein synthesis inhibition counterscreen; max response, %; 300,000 compounds, 12% hits; in the data active = max response mostly above about 13%, no sharp cut-off; inactive = mostly below about 14%; note: read at 38.3 µM for the half of the compounds with a filed dose; 0% is about no effect
Shiga inhibitor: blocks Shiga toxin action in Vero cells | Vero cells, Shiga toxin protein synthesis inhibition reporter | inhibition, % at 38.7 µM | 290,000 compounds, 9.2% hits; in the data active = inhibition mostly above about 28%, no sharp cut-off; inactive = mostly below about 43%; note: 0% is about no effect
AmpC inh no detg: blocks E. coli AmpC beta-lactamase in detergent-free assay. P00811. AmpC nitrocefin hydrolysis, absorbance 480 nm, 0.0001% Triton. Potency, µM (series often up to 57.1 µM), for the others: at the top dose activity change, negative = inhibition, most hits filed as inhibitors. 330,000 compounds, 0.52% hits;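 note: potency is the fitted concentration of half-maximal effect; plate controls were no compound for no effect and no enzyme for full effect; nearly all actives have a fitted effect of over 20% in size; some results filed as inactive show a strong effect at the top dose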
Target sequence (P00811 whole entry, looked up): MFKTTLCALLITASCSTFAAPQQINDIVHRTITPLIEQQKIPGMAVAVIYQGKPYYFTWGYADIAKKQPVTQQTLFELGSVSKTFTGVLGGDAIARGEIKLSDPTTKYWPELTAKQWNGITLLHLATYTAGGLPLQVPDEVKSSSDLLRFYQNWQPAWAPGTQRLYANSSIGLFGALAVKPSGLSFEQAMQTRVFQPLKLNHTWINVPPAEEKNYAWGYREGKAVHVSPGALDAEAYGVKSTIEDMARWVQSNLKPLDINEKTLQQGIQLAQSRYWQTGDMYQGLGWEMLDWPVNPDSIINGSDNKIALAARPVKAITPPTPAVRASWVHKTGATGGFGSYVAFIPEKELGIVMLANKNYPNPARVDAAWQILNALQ
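20 mM phosphate pH 7.0 + 0.01% (detergent screen) or 0.0001% Triton X-100; 5.3 nM AmpC reagent; cpd preinc 15 min RT; nitrocefin (800 uM stock) to start; A480 q20 s × 4 min; Activity was normalised to no-enzyme and no-compound control wells.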
Tb PYK inh: blocks Trypanosoma brucei pyruvate kinase | Potency, µM (top dose mostly 76.8 µM), for inactives: at the top dose activity, negative = inhibition, usual class: inhibitors | 410,000 compounds, 0.12% hits | AID 624173 | Q57TT1 | TbPYK enzyme, Kinase-Glo Plus ATP luminescence, 45 min; note: potency is the fitted concentration of half-maximal effect; % is set by controls: 0 for no effect and ±100 for the full control effect; nearly all actives have a fitted effect of over 50% in size
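Luminescent Kinase-Glo Plus end-point after 45 min room-temperature reaction of T. brucei pyruvate kinase started with 130 uM ADP (final). Buffer TEA 50 mM pH 7.2 with KCl, MgCl2, BSA, Tween-20; titration-based qHTS with fitted concentration-effect curves.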
The depositor's hits bear a star; ? = inconclusive; / = no result given; & = joins results of further samples; [ ] = remark or other dose. Unless noted, calls come from the whole dose curve; as a rule, active = well fitted curve in the direction sought with a large enough effect; inconclusive = small, poorly fitted or top-dose-only effect, or another doubt; inactive = no such curve, though single readings can be large; an effect the other way counts as inactive or inconclusive.

structure,Pf growth 96h,Pf growth 48h,LmPK inh,CHX counter,Shiga inhibitor,AmpC inh no detg,Tb PYK inh
COc1cccc(C(C(=O)NC(C)(C)C)N(C(=O)CCC(=O)Nc2cc(C)on2)C(C)C)c1OC (stereo not drawn),?,12µM*,3%,-1,-4,21%,1%
O=C(O)CSCC(=O)N1CCN(c2ccnc3cc(Cl)ccc23)CC1,?,?,0%,1,-6,-1%,4%
Cc1ccc(C2CC(=O)c3cnc(N4CC(C)CC(C)C4)nc3C2)cc1 (stereo not drawn),?,10%,-1%,1,-7,-13%,/
CCCOC(=O)C1=C(C)NC2=C(C(=O)CC(C)(C)C2)C1c1cccnc1 (stereo not drawn),10µM*,?,2%,-4,-4,-32%,3%
O=C(C1=C[C@H](c2ccc3c(c2)OCO3)C[C@H](OCc2ccc(CO)cc2)O1)N1CCOCC1,47%[activator],11%,2%,6,12,59%,-7%
C#CCNC(=O)C1=C[C@@H](C2CC2)C[C@@H](OCc2ccc(CO)cc2)O1,1%,-20%,4%,1,-2,4%,3%
CCN(CC)C(=S)SCC(=O)Nc1ccc(S(N)(=O)=O)cc1,-6%,-8%,3%,-2,-12,-33%,-2%
Cc1ccc(C(=O)C(C)OC(=O)Cc2n[nH]c(=O)c3ccccc23)cc1 (stereo not drawn),18%,?,/,/,/,-12%,1%
CC(NC(=O)c1ccco1)c1ccc(-n2ccnc2)cc1 (stereo not drawn),17%,18%,/,/,/,-2%,-3%
O=C(OC1CCCCC1)c1cc2ccccc2oc1=O,31%[activator],21%,-15%,43*,79*,-21%,-8%
Nc1nc2c(nc(N3CCCCC3)n2[C@@H]2O[C@H](CO)[C@@H](O)[C@H]2O)c(=O)[nH]1,16%,20%,-12%,0,-7,-6%,5%
CCOc1nc(NC(=O)NS(=O)(=O)Oc2ccccc2Cl)nc(-c2ccccc2)n1,-20%,/,-15%,14,29,-15%,-6%&-13%
COc1ccc(CN(C#N)c2nc(C)cc(C)n2)cc1,7.4µM*,?,0%,7,-3,-5%,2%
COC(=O)C(C(=O)N1CCN(C)CC1)C1CCCCCC1 (stereo not drawn),19%,14%,-8%,-4,14,-11%,1%
O=[N+]([O-])c1ccc(CSC2=NCCS2)cc1,-3%,32%[activator],2%,27*,/,-18%,-9%
COc1ccc2c(COC(=O)CNS(=O)(=O)c3ccc(C)c(C)c3)cc(=O)oc2c1,5%,?,/,/,/,-29%,7%
Cc1nn(CC2CC2)c(=O)n1-c1ccc(Cl)cc1,10%,-2%,-1%,4,-15,5%[2.29 µM],3%
Nc1ccc(Oc2ccc3nc(-c4ccccc4)c(-c4ccccc4)nc3c2)cc1,?,?,-3%,1,-7,-9%,7%
COc1ccc(N2CCN(C(=O)c3ccc(C)cc3Cl)CC2)cc1,-4%,-8%,1%,2,40,/,6%
OCC1(Cc2cccc(Cl)c2)CCCN(Cc2ccc(F)c(F)c2)C1 (stereo not drawn),?,-6%,-1%,1,-5,-1%,6%
Cc1cc(/C([O-])=C(/C(=S)Nc2ccccc2)[n+]2ccccc2)c(C)n1-c1ccccc1,?,/,-6%,29*,44,36%,-9%
Cc1ccc(C)c(N2CCN(C(=O)C3CCN(c4nnc(N5CCCC5=O)s4)CC3)CC2)c1,4%,/,-1%,9,-18,96%[activator],9%
CCn1ccnc1CN1CCc2c([nH]c3ccccc23)C1C1CCCCC1 (stereo not drawn),-17%,?,-1%,1,-2,-2%,-14%
Cn1c2c(c(=O)[nH]c1=O)C(c1cccc(O)c1)C1=C(N2)c2ccccc2C1=O (stereo not drawn),24%,?,?,-1,24,-31%,-26%
C/C(=N\O)c1ccc(Cl)cc1Cl,56%[activator],0%,6%,-2,-4,-21%,1%

structure,Pf growth 96h,Pf growth 48h,LmPK inh,CHX counter,Shiga inhibitor,AmpC inh no detg,Tb PYK inh
CCCc1cc(C(=O)NCCc2ccccc2)no1,-17%,186%[activator],9%,53*,87*,11µM*,-5%
CCNC(=O)/C(=C/c1ccc2c(c1)OCO2)NC(=O)c1ccc(Br)cc1,5%,17%,0%,4,0,63%[activator],3%
Oc1ccc(/C=N/NC(=S)NCCN2CCOCC2)c(O)c1,0%,-12%,-10%,-5,5,-24%,-7%
CC(C)Oc1cccc(-c2nnc(SCC(=O)Nc3ccc4c(c3)OCCO4)n2N)c1,47%[activator],62%[activator],1%,34*,100,-4%,0%
O=C(Nc1ccc2c(c1)OCO2)N1CCC(CO)(CC2CCCCO2)CC1 (stereo not drawn),-7%,-14%,6%,17*,46*,-7%,-6%
CCc1ccc(CNC(=O)c2ccc(OC3CCN(C(=O)COC)CC3)cc2)nc1,0%,-13%,-1%,21,14,80%[activator],-10%
COc1ccc(S(=O)(=O)n2cccc2)c(OC)c1,26%,-2%,-2%,6,7,-15%,-1%
O=[N+]([O-])c1ccccc1Oc1ccccc1Cl,-20%,?,-3%,15*,20,-6%,3%
COc1ccc(NC(=O)Cn2cccc2)cc1Cl,?,-4%,4%,-3,-12,-26%,1%
Nc1nc(-c2ccccc2)c(-c2ccccc2)s1,?,3%,0%,-4,-14,-31%,-13%
CCCN(CC(=O)Nc1ccc(Cl)cc1Cl)C(=O)c1ccc(=O)[nH]c1,2%,12%,5%,-3,-7,-9%,0%
CC(=O)c1ccc(NC(=O)CO/N=C(\C)c2cccs2)cc1,-15%,21%,4%,5,-26,-49%,-11%
CCON=O,2.7µM*,-75%,/,/,/,/,3%
CC(CN1CCCCC1)NC(=O)c1cccs1 (stereo not drawn),-19%,-22%,-1%,2,-3,-13%,6%
COc1cccc(OC)c1C(=O)NC1C(=O)N2C1SC(C)(C)C2C(=O)O (stereo not drawn),-3%,3%,/,/,/,/,1%
CCS(=O)(=O)N1CCC2(CC1)OCCN2S(=O)(=O)c1ccc(C)cc1,-31%,1%,/,/,/,-8%,1%
Cc1ccc(S(=O)(=O)NC(C)(C)CSc2nnc(N)s2)cc1,33%[activator],-21%,0%,-2,-13,-24%,8%
COc1cc(/C=N/NC(=S)Nc2cccnc2)cc(OC)c1O,?,0%,3%,14,-4,-18%,-1%
Cn1c(-c2cccc(Br)c2)cnc1NCc1cccnc1,?,-14%,1%,5,-8,?,-12%
O=C(NNS(=O)(=O)c1ccccc1)c1cccs1,?,26%,1%,-1,-8,-13%,2%
CN=C1S/C(=C\c2ccc(OCC(=O)OC)c(OC)c2)C(=O)N1C,25%,-3%,-6%,13*,/,117%[activator],-24%
O=C(Nc1cccc(F)c1)c1ccc(S(=O)(=O)N2CCCC2)cc1,?,-27%,4%,-2,18,-42%,1%
O=C(COc1cccc2c1CCNC2=O)Nc1cccc(C(F)(F)F)c1,-15%,12%,/,/,/,-15%,-7%
Cc1c(C(=O)N2CCN(S(=O)(=O)c3ccc(F)cc3)CC2)oc2ccccc12,?,-24%,/,/,/,-6%,-11%
Cc1ccccc1OCCSc1nnc(-c2cccnc2)n1N,18%,3%,3%,7,0,-45%,-10%

Given with two lines to a compound: part of the list above.
Results follow in this order: Pf growth 96h	Pf growth 48h	LmPK inh	CHX counter	Shiga inhibitor	AmpC inh no detg	Tb PYK inh
> Cc1ccc(C(=O)C(C)OC(=O)Cc2n[nH]c(=O)c3ccccc23)cc1 (stereo not drawn)
 : 18%	?	/	/	/	-12%	1%
> COc1ccc(N2CCN(C(=O)c3ccc(C)cc3Cl)CC2)cc1
 : -4%	-8%	1%	2	40	/	6%

Other results:
structure,Pf growth 96h,Pf growth 48h,LmPK inh,CHX counter,Shiga inhibitor,AmpC inh no detg,Tb PYK inh
CCOC(=O)CS(=O)(=O)c1nc(-c2ccc(F)cc2)cc(C(F)(F)F)n1,/,5%,0%,-7,-5,-18%,-5%
CCOC(=O)c1c(C)[nH]c(C(=O)COC(=O)C23CC4CC(CC(Cl)(C4)C2)C3)c1C,/,?,0%,-3,14,-24%,3%
CCC(C)c1ccc(OCC(=O)Nc2ccc3[nH]c(=O)[nH]c3c2)cc1 (stereo not drawn),33%,?,-1%,-8,-10,-34%,5%
NC(=O)NCc1cccnc1,2%,1%,1%,-4,-4,-17%,-1%
CCCCNC(=O)COC(=O)CCC(=O)c1ccc(F)cc1,/,2%,-2%,-3,-10,-2%,6%
Cc1cccc(-n2c(O)c(C=NCCCN3CCOCC3)c(=O)[nH]c2=O)c1C,23%,5%,1%,-3,20,-14%,1%
O=C(Cc1ccc(Cl)cc1)Nc1cccc(S(=O)(=O)Nc2ccccc2F)c1,-13%,6%,-3%,2,-10,-23%,-29%
CCOc1ccccc1-n1nnnc1SCC(=O)NC(=O)Cc1ccccc1,6%,?,/,/,/,-52%,-1%
Cc1nc(CS(=O)(=O)c2ccccn2)sc1C(=O)NNC(=O)c1ccc(Cl)cc1,23%,-3%,5%,-2,13,-28%,-4%
Cc1cc(NC(=O)Cc2ccccc2)no1,?,-9%,-1%,-1,-11,-11%,-7%
O=C(c1ccc(F)cc1)N(NC(=O)C(O)(c1ccccc1)c1ccccc1)c1ccccc1,-2%,5%,1%,-3,-4,-15%,2%
O=C(CN1C(=O)CSC1=O)Nc1ccc(N2CCOCC2)cc1,/,18%,2%,-2,-3,-7%,1%
CCOC(=O)c1c(N)sn(-c2ccccc2C)c1=S,-4%,-28%,2%,-6,-19,-3%,-20%
COc1cc(/C=N/N(C)C2=NS(=O)(=O)c3ccccc32)cc(OC)c1OC,-78%,-8%,0%,-1,24,1%,3%
O=S(=O)(c1cccs1)N1CCN(c2ccccn2)CC1,9%,-6%,0%,0,10,-23%,1%
Cc1ccc(S(=O)(=O)N/N=C/c2ccc(O)c(O)c2)cc1[N+](=O)[O-],19%,0%,0%,45*,128*,-26%,-8%
O=C(Cn1cc(C(F)(F)F)ccc1=O)NC1CCCC1,-3%,-4%,/,/,/,-7%,-3%
Cc1cc(C(=O)Nc2ncn[nH]2)ccc1[N+](=O)[O-],-28%,16%,0%,-4,14,-20%,1%
CN(c1ccc(C(=O)NCC2CCCO2)cc1)S(C)(=O)=O (stereo not drawn),29%,/,4%,1,-6,-18%,-3%
Cc1cc(N2CCOCC2)nc2ccc(NC(=O)CCC(=O)N3CCC(C)CC3)cc12,31%[activator],-18%,3%,8,103,0%,2%
Cn1c(C(=O)OC(C(=O)NC2CCCCC2)c2ccccn2)cc2sccc21 (stereo not drawn),-27%,?,5%,-2,-4,-17%,?
COc1cc(C(=O)Nc2sc(C(=O)N3CCOCC3)c(C)c2C#N)cc(OC)c1OC,/,-11%,1%,-5,-29,-10%,-3%
O=C(Cc1ccccc1)N1CCN(C2CCCC2)CC1,?,12%,1%,7,-5,-1%,-3%
